# LDHA block – inhibitors of human lactate dehydrogenase A. P00338. AID 1347041. purified LDHA, NADH/diaphorase-resazurin fluorescence; hits give low values. activity change, % (values are at about 110 or 230 µM). actives 0.15% (n = 480,000); in the data active means activity change below about -30%; inconclusive means mostly about -25% to -30%;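 further: plate controls were DMSO wells for no effect and wells without enzyme for full effect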
#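 Human LDH5 at 2 nM final in Tris HCl pH 7.4 with 0.06 mM NADH and 0.2 mM pyruvate, reacted 5 minutes at room temperature. Remaining NADH coupled via diaphorase/resazurin; resorufin fluorescence read at 0 and 20 minutes, normalized to enzyme-free and DMSO wells.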
# Pol kappa inh – inhibitors of human DNA polymerase kappa; Q9UBT6; purified Pol kappa, fluorescent DNA synthesis assay, 10 min; Potency, µM (highest dose often 107 µM), inactives show top-dose activity, negative = inhibition, hits mostly inhibitors; actives 0.53% (n = 400,000); AID 588579; further: potency means the concentration at half of the fitted maximal effect; on the % scale 0 is the no-effect control and ±100 the full control effect
#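 Pol kappa 10 nM + cpd, 15 min RT; start w/ substrate 50 nM final; fluorescence kinetic read, 0 and 10 min. Neg ctrl: buffer, no enzyme.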
# POLH inh – inhibitors of human DNA polymerase eta; Q9Y253; recombinant Pol eta, fluorescent DNA replication assay; Potency, µM (highest dose often 114 µM), for inactives: at the top dose activity change, negative = inhibition, hits mostly inhibitors; actives 1.2% (n = 390,000); AID 588591; further: potency means the concentration at half of the fitted maximal effect; on the % scale 0 is the no-effect control and ±100 the full control effect
#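 Fluorescent replication assay: 50 nM final substrate added after a 15 min room-temperature compound preincubation with 10 nM enzyme. Signal taken at 0 min and again at 10 min.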
# ERG Ets-DNA blk – inhibitors of human ERG Ets domain-DNA interaction. fluorescence polarization, His-ERG Ets domain / labelled DNA. actives 0.028% (n = 370,000). Potency, µM (doses to about 76.9 µM), for the others: top-dose FP activity, negative = inhibition, usual class: inhibitors; active means well fitted inhibition curve with a large enough effect in the polarisation, with a control signal flat; inconclusive means small, poorly fitted or top-dose-only effect, or effect the other way, or a change in a side signal; inactive means no such curve, though single readings can be large or run the other way; the % refers to the polarisation;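 further: polarization taken with two DNA probes labelled with fluorescein and Texas red; potency means the concentration at half of the fitted maximal effect; % of control where 0% means no effect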
#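 His-tagged ERG Ets domain (1 uM in the protein solution; 300mM KCl, 50mM Tris-HCl, 1mM EDTA, 1mM DTT, pH 7.5) received compound, then a probe mix of 5 nM fluorescein-DNA and 100nM Texas-615-DNA. Fluorescence polarization was read for both dyes.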
# RGS4 inh – human RGS4 inhibition. Transcreener GDP fluorescence polarization, RGS4-accelerated GTP hydrolysis. Potency, µM (top dose mostly 114 µM), inactives show top-dose activity change, negative = inhibition, hits mostly inhibitors. P49798. actives 0.039% (n = 390,000); further: potency means the concentration at half of the fitted maximal effect; on the % scale 0 is the no-effect control and ±100 the full control effect; nearly all actives have a fitted effect of over 75% in size; some results filed as inactive show a strong effect at the top dose
# Target sequence (P49798 whole entry, looked up): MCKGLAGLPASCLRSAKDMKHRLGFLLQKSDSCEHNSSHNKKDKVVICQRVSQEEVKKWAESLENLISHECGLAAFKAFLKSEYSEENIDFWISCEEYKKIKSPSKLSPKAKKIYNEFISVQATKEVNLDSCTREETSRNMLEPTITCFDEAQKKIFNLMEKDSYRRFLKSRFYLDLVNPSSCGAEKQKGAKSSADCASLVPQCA
#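 MLSMR compounds (23 nl, pin-transferred) preincubated 10 min at room temperature with a 500nM (2x) first reagent, then RGS4 at 900nM (2x) plus Transcreener GDP mix added; fluorescence polarization (620/688 nm) read before and after 90 min at 30 °C.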
# APE1 inh – APE1 (human) endonuclease inhibition | actives 0.35% (n = 350,000) | P27695 | Potency, µM (doses to about 65.8 µM), without a hit: at the top dose activity change, negative = inhibition, usual class: inhibitors | recombinant APE1, TAMRA/BHQ-2 abasic DNA cleavage fluorescence;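 further: potency means the concentration at half of the fitted maximal effect; plate controls were vehicle for no effect and reference inhibitor for full effect; nearly all actives have a fitted effect of over 55% in size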
#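 Measures dequenching upon AP-site incision of a 5'-TAMRA/3'-BHQ-2 THF-containing duplex, 50 nM; human APE1 0.75 nM after 15 min room-temperature exposure to compound; kinetic three-point read at one-minute spacing.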
# Pol beta inh – inhibitors of human DNA polymerase beta. Potency, µM (top dose mostly 114 µM), without a hit: at the top dose activity change, negative = inhibition, most hits filed as inhibitors. actives 1.3% (n = 340,000). Pol beta primer extension/strand displacement, fluorescence kinetic. P06746; further: potency means the concentration at half of the fitted maximal effect; on the % scale 0 is the no-effect control and ±100 the full control effect
#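 Homogeneous kinetic assay of primer extension and strand displacement by 10 nM Pol beta, preincubated 15 min at room temperature with compound before 50 nM substrate (final) was added. Read at 0 and 10 min; four-parameter Hill fit.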
# ALOX12 inh – blocks human arachidonate 12S-lipoxygenase; P18054; purified 12hLO, xylenol orange hydroperoxide absorbance; actives 1.1% (n = 580,000); Potency, µM (series often up to 108 µM), for inactives: at the highest dose activity change, negative = inhibition, most hits filed as inhibitors; further: potency means the concentration at half of the fitted maximal effect; on the % scale 0 is the no-effect control and ±100 the full control effect
# Target sequence (P18054 whole entry, looked up): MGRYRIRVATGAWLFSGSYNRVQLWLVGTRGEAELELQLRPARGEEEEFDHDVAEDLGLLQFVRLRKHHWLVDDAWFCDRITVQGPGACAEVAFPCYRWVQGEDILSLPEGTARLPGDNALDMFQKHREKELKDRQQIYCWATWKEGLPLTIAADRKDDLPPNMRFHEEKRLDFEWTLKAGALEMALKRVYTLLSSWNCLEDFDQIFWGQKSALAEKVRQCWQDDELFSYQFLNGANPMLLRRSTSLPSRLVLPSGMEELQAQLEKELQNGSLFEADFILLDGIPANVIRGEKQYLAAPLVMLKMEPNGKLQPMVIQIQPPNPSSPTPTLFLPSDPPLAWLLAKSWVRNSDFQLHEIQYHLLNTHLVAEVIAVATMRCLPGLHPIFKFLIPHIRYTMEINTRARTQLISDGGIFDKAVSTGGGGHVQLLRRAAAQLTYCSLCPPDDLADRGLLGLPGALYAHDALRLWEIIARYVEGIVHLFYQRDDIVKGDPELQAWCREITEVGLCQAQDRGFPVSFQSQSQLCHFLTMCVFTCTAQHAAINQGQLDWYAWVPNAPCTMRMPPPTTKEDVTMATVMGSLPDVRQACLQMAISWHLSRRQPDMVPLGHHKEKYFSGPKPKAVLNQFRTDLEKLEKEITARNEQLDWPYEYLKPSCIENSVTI
#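 Purified human 12hLO (150 nM final) in 25 mM Hepes, 0.01% Triton X-100, pH 7.0 was preincubated 15 min at room temperature with compound. Then 40 uM arachidonic acid was added, 30 min. Hydroperoxide was read by Fe-XO absorbance ratio 573/405 nm.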
# Apoferritin bind – binds horse apoferritin like a general anesthetic. P02791. apoferritin/1-aminoanthracene competitive binding, fluorescence. actives 0.074% (n = 350,000). AID 485281. Potency, µM (titrated, usually from 77.5 µM), inactives show at the highest dose activity change, negative = displacement, most hits filed as inhibitors; further: potency means the concentration at half of the fitted maximal effect; on the % scale 0 is the no-effect control and ±100 the full control effect; nearly all actives have a fitted effect of over 20% in size
# Target sequence (P02791 2-175 limits assumed): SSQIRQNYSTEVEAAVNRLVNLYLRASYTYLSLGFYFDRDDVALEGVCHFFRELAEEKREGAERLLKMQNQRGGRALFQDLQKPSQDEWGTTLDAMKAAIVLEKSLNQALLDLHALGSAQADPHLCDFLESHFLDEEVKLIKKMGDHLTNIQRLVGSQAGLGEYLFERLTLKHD
#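 Horse-spleen apoferritin (10 uM) in 50% saturated 1-aminoanthracene in PBS was incubated 10 min at room temperature with compound. Fluorescence (ex 380, em 535 nm) was normalized to free and bound 1-AMA, with concentration-response fitted by a four-parameter Hill equation.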
# Active calls of the source: *; ? = inconclusive; · = no result given; & = joins results of further samples; [ ] = dose if it differs, or a comment. Unless noted, the call rests on the fitted dose curve; in most records, active means well fitted curve in the direction sought with a large enough effect; inconclusive means small, poorly fitted or top-dose-only effect, or another doubt; inactive means no such curve, though single readings can be large; an effect the other way counts as inactive or inconclusive. Only part of the results is shown (hit frequency here may not be typical).
smiles	LDHA block	Pol kappa inh	POLH inh	ERG Ets-DNA blk	RGS4 inh	APE1 inh	Pol beta inh	ALOX12 inh	Apoferritin bind
COC(=O)c1ccc(C(=O)OC)c(NC(=S)N2CCN(C)CC2)c1	-6	4%	-6%	-1%	1%	2%	15%	?	-5%
CC(=O)Nc1cccc(OCC(=O)NCCC2=CCCCC2)c1	-5	0%	-4%	6%	1%	0%	1%	-7%	?
Cn1cc(Cl)cc(C(=O)Nc2ccccc2)c1=O	-8	-15%	-9%	-1%	6%	31%[activator]	1%	0%	4%
Cc1ccc(S(=O)(=O)N2c3ccccc3OCC2c2ccccc2)cc1 (centres undefined)	-8	-11%	0%	-10%	2%	2%	8%	-13%	-6%
CSCCC(NC(=O)COc1ccccc1)C(=O)NCCOc1ccc(C)cc1 (centres undefined)	-2	-23%	-8%	13%	-31%	-12%	3%	-2%	-8%
O=C(CCCc1ccccc1)NCc1ccc2c(c1)OCO2	1	-1%	-12%	6%	-19%	-11%	0%	-11%	-18%
CCc1noc(C)c1C(=O)NNC(=O)COc1ccccc1C	-1	12%	-11%	-25%	-25%	42%	·	-5%	·
c1ccc(-c2nc3c(ccc4ccccc43)[nH]2)nc1	3	-4%	-10%	9%	-30%	-4%	-1%	29%	0%
O=C(NC1CCCCC1)C(c1ccccc1F)N(Cc1ccco1)C(=O)c1ccccn1 (centres undefined)	-7	-5%	-22%	7%	-30%	26%	19%	-16%	8%
O=C(CSc1nc2nccnc2c(=O)n1Cc1cccs1)Nc1ccccc1	-4	-8%	15%	2%	9%	-14%	36%	1%	0%
O=C(NCC(O)c1ccccc1)c1ccccc1 (centres undefined)	-4	-10%	-6%	7%	-4%	10%	56%	143%[activator]	1%
CC1CC(Nc2ccccc2)=CC(=O)O1 (centres undefined)	-2	-15%	-16%	-9%	2%	-2%	7%	61%[activator]	-4%
COc1ccc(Cl)cc1C(=O)C1CCCN(Cc2cnc(N3CCOCC3)s2)C1 (centres undefined)	-8	-9%	-11%	8%	?	1%	-1%	0%	-14%
Cc1oc(-c2cccs2)nc1CN1CC[C@@](O)(c2ccccc2)[C@H]2CCCC[C@@H]21	3	-1%	-24%	2%	-7%	1%	10%	-9%	-16%
CC(=O)Nc1ccc(OC(=O)Cc2ccc(Cl)cc2)cc1	0	8%	-11%	14%	-9%	-14%	-22%	3%	-17%
COc1ccc(N2CCN(C(=O)c3cc(S(=O)(=O)N4CCCCCC4)cn3C)CC2)cc1	-2	-11%[60.1 µM]	-13%	-6%	-16%	·	-2%	0%	-13%
Cc1ccccc1NC(=O)C(=O)NNC(=O)COc1ccc2ccccc2c1	0	-18%	-4%	-1%	-6%	61%[activator][12.4 µM]	?	-19%	-3%
O=[N+]([O-])c1ccc(SCCc2ccncc2)cc1	0&-5	1%&8%	-12%&-21%	-2%&0%	?	13%&1%	38%&9%[activator]	?	1%&3%
O=[N+]([O-])c1ccc(/C=N/Nc2nc(N3CCCCC3)nc(N3CCCCC3)n2)o1	3	-11%	-7%	7%	-3%	-3%	-1%	-16%	-15%
O=c1c2ccccc2nc(/C=C/c2c[nH]c3ccccc23)n1-c1ccc([N+](=O)[O-])cc1	-8	0%	-10%	-7%	8%	21%	53%	6%	1%

# Grouped by structure: the entries above with a thiophene ring, fused or not (two)
smiles	LDHA block	Pol kappa inh	POLH inh	ERG Ets-DNA blk	RGS4 inh	APE1 inh	Pol beta inh	ALOX12 inh	Apoferritin bind
O=C(CSc1nc2nccnc2c(=O)n1Cc1cccs1)Nc1ccccc1	-4	-8%	15%	2%	9%	-14%	36%	1%	0%
Cc1oc(-c2cccs2)nc1CN1CC[C@@](O)(c2ccccc2)[C@H]2CCCC[C@@H]21	3	-1%	-24%	2%	-7%	1%	10%	-9%	-16%

# Profiles from above. Screens in order: LDHA block	Pol kappa inh	POLH inh	ERG Ets-DNA blk	RGS4 inh	APE1 inh	Pol beta inh	ALOX12 inh	Apoferritin bind
# Shown for Cn1cc(Cl)cc(C(=O)Nc2ccccc2)c1=O : -8	-15%	-9%	-1%	6%	31%[activator]	1%	0%	4%
# Shown for O=[N+]([O-])c1ccc(SCCc2ccncc2)cc1 : 0&-5	1%&8%	-12%&-21%	-2%&0%	?	13%&1%	38%&9%[activator]	?	1%&3%
# Shown for O=[N+]([O-])c1ccc(/C=N/Nc2nc(N3CCCCC3)nc(N3CCCCC3)n2)o1 : 3	-11%	-7%	7%	-3%	-3%	-1%	-16%	-15%

# (more compounds)
smiles	LDHA block	Pol kappa inh	POLH inh	ERG Ets-DNA blk	RGS4 inh	APE1 inh	Pol beta inh	ALOX12 inh	Apoferritin bind
COc1ccc(Br)cc1/C=N/NC(=O)c1ccco1	-5	-3%	-20%	-4%	-14%	0%	5%	-19%	-15%
COc1ccc(C)cc1NC(=O)CC(NC(C)=O)c1ccccc1 (centres undefined)	-6	2%	-22%	0%	-9%	4%	3%	-8%	-2%
O=C(C1CCCN(S(=O)(=O)c2cccc3nsnc23)C1)N1CC=C(c2ccccc2)CC1 (centres undefined)	0	-8%	-15%	-12%	-23%	-2%	1%	34%[activator]	?
COC(=O)c1c(C)nn(-c2ccccc2)c1-n1cccc1	1	4%	7%	6%	-37%	28%	5%	-7%	-12%
CCOC(=O)c1cc(-c2ccccc2)sc1NC(=O)COC	0	0%	-22%	2%	2%	32%	8%	-6%	-4%
COc1ccc(C(CC(=O)c2ccc(C)cc2)C(C#N)C#N)cc1OC (centres undefined)	7	-3%	-18%	1%	-42%	18%	1%	-12%	3%
C[C@@H]1CN([C@H](C)CO)C(=O)c2cc(NC(=O)NC3CCCCC3)ccc2O[C@H]1CN(C)S(C)(=O)=O	0	-1%	-20%	-8%	-17%	-1%	·	-2%	·
O=C(COC(=O)[C@@H]1CCCN1S(=O)(=O)c1ccccc1F)Nc1ccc(OC(F)F)cc1	4	1%	-8%	-22%	-39%	-14%	2%	10%	-1%
CC(=O)Nc1ccc2c(c1)CCCC2	2	6%	-7%	-9%	-9%	-3%	1%	?	-4%
CC(C)c1ccc2oc(-c3ccc(Cl)c(NC(=O)Cc4ccccc4)c3)nc2c1	-2	-14%	-7%	-2%	29%	·	-2%	-13%	48%[activator]
CCc1ccc2oc(C(=O)Nc3cccc(Cl)c3C)cc(=O)c2c1	8&-13	-14%	-12%	-1%	20%	·	0%	3%&-15%	-1%
Fc1ccc(C2=CC(c3ccco3)n3ncnc3N2)cc1 (centres undefined)	4	-5%	?	12%	-5%	-7%	-1%	·	210%[activator]
CCN(CC)c1ccc(NC(=O)CN2CCN(c3ccc(F)cc3)CC2)cc1	0	4%	-13%	7%	-35%	12%	23%	6%	?
CC(C)OC(=O)CSc1ncnc2c1cnn2-c1ccccc1	-7	-9%	4%	·	0%	-4%	0%	-15%[57.4 µM]	-18%
CCOc1ccc(C(=O)OCC(=O)Nc2cccc(S(=O)(=O)N3CCCC3)c2)cc1	-5	-21%	-11%	15%	10%	30%	·	4%	·
CCc1cc2c(cc3c(=O)n(CC(=O)NC(C)C)nc(CC)n32)s1	-8	16%	-13%	10%	0%	·	-1%	-3%	-2%
O=C(c1cc2cc([N+](=O)[O-])ccc2s1)N1CCCCC1	2	1%	2%	-3%	-4%	-3%	-26%	51%	?
CCN(CC)CCCNC(=O)c1cc(-c2ccc(Cl)c(Cl)c2)on1	-6	-8%	2%	-1%	7%	0%	53%	-2%	?
CCN(CCCNC(=O)CNC(=O)Cn1cnc2ccccc2c1=O)c1cccc(C)c1	5	-10%	-16%	-8%	-8%	0%	-4%	154%[activator]	-5%
O=C(CSc1ncc(-c2ccc(F)cc2)n1Cc1ccco1)Nc1nccs1	-8	-7%	-10%	-3%	21%	-6%	5%	-14%	-22%

# Next structures follow:
smiles | LDHA block | Pol kappa inh | POLH inh | ERG Ets-DNA blk | RGS4 inh | APE1 inh | Pol beta inh | ALOX12 inh | Apoferritin bind
Cc1cc(Cl)cc(C)c1OCCCCN1CCOCC1 | 1 | -7% | -6% | 3% | 9% | -4% | 5% | -10% | -7%
CC1(C)CC2CC(C)(CN2C(=O)COC(=O)c2ccc(Cl)c(N)c2)C1 (centres undefined) | 1 | -4% | -10% | -7% | -4% | 1% | -7% | -6% | ?
CCC(=O)c1c[nH]c(C(=O)NCCCn2ccnc2)c1 | 0 | -2% | -10% | 1% | 3% | 0% | 18% | -13% | 3%
Cc1cc(C)cc(N(C(C)C(=O)NC2CCCC2)S(C)(=O)=O)c1 (centres undefined) | -12 | -8% | -11% | -6% | 27% | 1% | 0% | -11% | -1%
CN(C(=O)CSc1nnc(NC2CCCCC2)s1)C1CCS(=O)(=O)C1 (centres undefined) | -7 | 1% | -14% | -1% | -15%[11.4 µM] | -2% | -23% | -7% | -11%

# Source: PubChem (National Center for Advancing Translational Sciences (NCATS))
